HIF-2a inh – HIF-2a inhibition; 786-0 RCC cells HIF-2a reporter, luciferase luminescence, overnight; inhibition, % at 18.8 µM; hit rate 0.72% among 360,000;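 active = inhibition of the luminescence signal of 40% or more relative to plate controls, in a single-dose primary screen at 18.75 µM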
TRAIL sens C8 – sensitizes caspase-8 expressing cells to TRAIL; NB7+C8 cells + TRAIL, ATPlite viability luminescence; inhibition (viability loss, TRAIL sensitization), % at 10 µM; hit rate 1% among 360,000;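 active = compounds causing at least 50% loss of cell viability in the single-dose screen, relative to plate controls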
CF NFkB block – inhibitors of cystic fibrosis induced NF-kB. hit rate 0.86% among 360,000. KKLEB NF-kB-GFP reporter, PAF-induced, GFP fluorescence overnight. inhibition, % at 5 µM;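 active = at least 50% inhibition at 5 µM, scaled per plate between neutral and stimulator controls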;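 also: PAF is a Pseudomonas aeruginosa culture filtrate used as stimulus; plate controls were PAF-stimulated DMSO wells for no effect and unstimulated DMSO wells for full effect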
iPSC survival up – hiPSC single-cell survival enhancement. ATPlite luminescence; 100% = ROCK inhibitor wells, 0% = DMSO. survival enhancement, % at 20 µM. hit rate 0.044% among 360,000. AID 602274; in the data active = survival enhancement above about 18%;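 also: cells exposed to compounds for 16 hours before the ATP read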
Peg3 promoter – reduces Peg3 promoter-driven luciferase expression in HeLa. hit rate 1.7% among 360,000. inhibition, % at 20 µM. HeLa PEG-Prom luciferase reporter, luminescence, overnight. AID 588405;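 active = inhibition of at least 50% at 20 µM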
NR2E3 ag-1 – agonists of human NR2E3 nuclear receptor; AID 602229; hit rate 0.35% among 360,000; inhibition of corepressor binding, % at 3.98 µM; Q9Y5X4; CHO-S Gal4-NCOR/VP16-NR2E3 two-hybrid, luciferase;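 active = inhibition above the mean of all tested compounds plus 3 SD, cut at about 70% in these data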;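 also: 0% = DMSO with NR2E3 transfected cells and 100% = cells lacking NR2E3 construct; higher means lower luciferase signal from less NR2E3 corepressor binding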
Target sequence (Q9Y5X4 whole entry, looked up, the tested form may be a part): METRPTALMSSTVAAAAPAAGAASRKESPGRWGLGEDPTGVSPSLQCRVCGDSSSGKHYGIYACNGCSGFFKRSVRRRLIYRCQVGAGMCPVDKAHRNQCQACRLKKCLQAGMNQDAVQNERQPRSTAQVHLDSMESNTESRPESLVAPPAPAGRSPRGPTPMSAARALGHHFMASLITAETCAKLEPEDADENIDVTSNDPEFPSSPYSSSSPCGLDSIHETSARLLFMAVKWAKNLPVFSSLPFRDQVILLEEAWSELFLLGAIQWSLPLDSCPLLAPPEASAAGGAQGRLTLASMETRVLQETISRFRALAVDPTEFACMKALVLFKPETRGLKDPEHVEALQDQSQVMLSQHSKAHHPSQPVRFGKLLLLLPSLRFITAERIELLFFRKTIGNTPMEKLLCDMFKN
Shn3 inh set2 – inhibitors of Schnurri-3 3'UTR reporter in osteoblasts | Clone20 osteoblast Shn3 3'UTR firefly luciferase, 24 h | inhibition, % at 12.5 µM | hit rate 0.52% among 360,000;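 active = mean inhibition of at least 75% with every replicate also reaching 75%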;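 also: 0% = median of neutral control wells and 100% = pilot-screen positive control compound; some compounds past the cut are filed as inactive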
EBV LMP1 NFkB – inhibitors of Epstein-Barr LMP1-induced NF-kappaB reporter | LMP1-induced NF-kappaB luciferase reporter cells, luminescence | inhibition, % at 12.5 µM | hit rate 0.69% among 350,000; in the data active = inhibition above about 41%;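 also: 0% = neutral control wells and 100% = reference inhibitor control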
NR2E3 ag-2 – activates human photoreceptor nuclear receptor NR2E3. Q9Y5X4. GST-NR2E3/biotin-RetCOR TR-FRET, 1536-well. inhibition of corepressor binding, % at 4.78 µM. hit rate 0.12% among 320,000. AID 2300;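 active = percent inhibition above the cutoff of mean plus 3 SD of all tested compounds, set per screening campaign, cut at about 20% in these data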;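 also: 0% = DMSO wells and 100% = biotin wells as full block of FRET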
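Format: 1536-well format; test system: GST-NR2E3 and biotin-RetCOR proteins; read-out basis: percent inhibition of TR-FRET ratio; timing: 5 h incubation at 4 °C; detection: time-resolved FRET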
MITF TRPM1 inh – inhibitors of MITF-driven TRPM1 promoter in melanoma cells | hit rate 0.83% among 330,000 | inhibition, % at 12.5 µM | SK-MEL-5 TRPM1 promoter luciferase, 24 h | AID 488899;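 active = mean inhibition across replicates of 60% or more, whatever share of single replicates reaches that level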; also: values of inactives mirror those of a sister screen read the other way
KKLEB cytotox – CF airway cell cytotoxicity counter-screen; activity change (cytotoxicity), % at 5 µM; hit rate 0.36% among 360,000; KKLEB CF airway cells viability, ATPlite luminescence, overnight; hits give low values; cells stimulated with P. aeruginosa culture filtrate;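 active = corrected activity change at or below -50% at 5 µM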
Active calls of the source: *; . = no result given. A portion of the library; the hit share may differ from the screen's.

SMILES	HIF-2a inh	TRAIL sens C8	CF NFkB block	iPSC survival up	Peg3 promoter	NR2E3 ag-1	Shn3 inh set2	EBV LMP1 NFkB	NR2E3 ag-2	MITF TRPM1 inh	KKLEB cytotox
CCN1CCN(CCC(=O)Nc2ccc(Br)cc2)CC1	9	-6	9	-0.3	18	12	-4	1	0	6	2
CCOC(=O)C1=C(C)N(C)C(=O)NC1c1c(O)ccc2ccccc12 (stereo unspecified)	28	-24	2	2.2	-3	1	4	-11	-3	0	-4
CN(C(=O)CS(=O)(=O)c1cn(CC(=O)N2CCCCC2)c2ccccc12)c1ccccc1	13	-12	-7	0.9	4	-8	4	-3	2	-7	-1
Cc1ccc(NC(=O)CN2C(=O)S/C(=C/c3ccncc3)C2=O)cc1	10	3	5	-0.1	-19	1	17	11	1	-1	4
CCCn1nc(C(=O)Nc2nc(-c3ccccn3)cs2)c2ccccc2c1=O	-6	25	-20	0.5	70*	41	60	27	4	44	1
COc1ccc(CCC(=O)Nc2nc3ccccc3[nH]2)cc1OC	-34	41	4	0.4	-38	-4	-19	-5	0	-1	-4
Cc1cc(C)c(C)c(S(=O)(=O)N2CCN(C(=O)c3cc(S(=O)(=O)N4CCOCC4)ccc3F)CC2)c1C	18	-11	-6	0.6	2	35	-1	0	.	11	2
CCn1c(CCc2ccccc2)nnc1SCC(N)=O	23	-17	8	0.0	32	-8	-6	-4	0	14	6
CC(C)C(NC(=O)c1ccccc1F)C(=O)NCc1ccc(S(=O)(=O)N2CCOCC2)cc1 (stereo unspecified)	4	-7	-23	-0.3	-7	6	-8	-3	.	6	26
CCCn1c(N)c(NCCN2CCOCC2)c(=O)n(CC(=O)NCc2ccccc2)c1=O	10	-2	16	-0.4	10	-1	5	-1	1	.	-5
O=C(CSc1nn(-c2ccc(F)cc2)c(=S)s1)NC1CCS(=O)(=O)C1 (stereo unspecified)	11	9	16	2.4	8	-35	1	-10	3	2	-12
CSCCC(NC(=O)c1ccccc1)C(=O)NCc1ccco1 (stereo unspecified)	0	2	-6	-0.8	2	-12	-4	1	0	9	7
Cn1cc(S(=O)(=O)N2CCN(c3cccc(C(F)(F)F)c3)CC2)c(=O)n(C)c1=O	-3	3	14	1.4	14	-4	-15	5	2	-1	-2
O=C(CCOc1ccccc1)Nc1ccc(Cl)c(S(=O)(=O)N2CCOCC2)c1	13	-8	-11	-0.3	15	-30	-7	2	.	0	-3
CCC(=O)N1CCc2cc(Br)cc(S(=O)(=O)NCc3ccccc3OC)c21	-3	1	-16	-0.7	14	14	11	-1	-4	0	2
CCOc1ccc(S(=O)(=O)NCCC2=CCCCC2)c2ccccc12	14	-16	4	0.5	12	14	7	2	-1	16	13
CCOC(=O)c1cc(-c2ccccc2)n(CC2CC(c3ccc(OC)cc3)=NO2)n1 (stereo unspecified)	21	-6	-3	-1.2	29	-34	-6	1	-3	-4	10
Cc1ccccc1NC(=O)CON=C(N)c1ccccc1	-12	-8	-3	0.2	-17	-6	-13	3	3	-11	18
CCCCCc1c(O)nc(SCCN(CC)CC)[nH]c1=O	11	1	15	-2.2	-8	-22	-2	-3	-4	-13	-5
CCN(CC1CCCO1)C(=O)CCc1nnc(CCc2ccccc2OC)o1 (stereo unspecified)	-30	8	3	0.4	-2	-26	-11	-9	-3	-2	1
Nc1ccc(C(=O)NCCCCCCNC(=O)c2ccc(N)cc2)cc1	-11	7	-25	-0.4	4	-20	-4	3	3	-14	4
CC(=O)c1c(C)nc2ccccn12	17	-9	8	0.5	-3	3	-26	-7	-1	-7	-10
CCCS(=O)(=O)NC(=O)C1(C)CCCN(C(=O)c2cc(OC)c(OC)c(OC)c2)C1 (stereo unspecified)	10	-3	8	-0.9	2	0	-8	.	.	.	-10
COc1ccccc1NC(=O)Nc1ccnn1C1CCCCC1	9	15	-1	4.2	9	-28	6	0	1	8	6
O=C(CNC(=O)c1ccc(Br)o1)NCc1ccc2c(c1)OCO2	10	-2	-2	-4.1	-7	-7	-15	3	3	4	5
O=C(NCCOc1ccccc1Cl)c1cc(F)c(F)cc1Cl	-280	15	-4	-1.4	-274	-155	-65	-22	-3	-58	28
CC1CCN(C(C)C(=O)Nc2ccc(S(=O)(=O)N3CCCC3)cc2)CC1 (stereo unspecified)	19	-18	18	0.2	1	18	-14	4	2	-1	19
Cc1ccc2nc(-c3ccc(NC(=O)CCN4C(=O)c5ccccc5C4=O)cc3)sc2c1	-187	83*	-5	-1.8	-90	-101	22	7	0	-20	-28
Cc1csc(NC(=O)c2cc(-c3ccncc3)nc3ccccc23)n1	11	14	-20	2.5	-2	-16	6	0	1	17	22
O=C(NCc1cccnc1)C1CCC(CNS(=O)(=O)c2ccc(Cl)cc2)CC1 (stereo unspecified)	6	-2	-5	-0.7	11	-4	-9	3	-1	2	7
CCCn1c(=O)[nH]c(=O)c2c1nc(-c1ccc(OC(F)(F)C(F)C(F)(F)F)cc1)n2CCOC (stereo unspecified)	2	10	2	1.2	-11	9	4	3	2	-9	-9
COc1ccc(Br)cc1S(=O)(=O)N1CC(C)OC(C)C1 (stereo unspecified)	23	-8	-4	2.2	11	4	8	-1	2	1	-2
COc1ccc(/C=C/c2nc3cc(-c4ccccc4)ccc3o2)cc1O	-126	16	-1	1.1	-77	-23	5	-2	1	-10	-4
Cc1ccc2cc(CN(CC3CCCO3)S(=O)(=O)c3c(C)ccc4nsnc34)c(=O)[nH]c2c1 (stereo unspecified)	15	7	-4	-0.7	24	8	12	-23	1	14	16
CCC(=O)NNc1cccc(Cl)n1	23	-6	-2	-0.2	9	0	-8	-7	4	7	10
CCCc1nc2ccccc2c(=O)n1-c1ccc(C(=O)OCC)cc1	14	-16	17	0.6	8	2	1	4	-3	-10	-6
O=S(=O)(Nc1ccc(-c2nc3cccnc3s2)cc1)c1cccs1	-144	-7	-3	4.6	-77	-34	-19	-4	4	.	-18
CCN1CCN(c2nc(Nc3ccc(OC)cc3)nc(N)c2[N+](=O)[O-])CC1	15	7	3	0.0	17	-36	-2	.	-2	.	-7
O=C(CCSc1ccc(Br)cc1)c1ccc(O)cc1	-19	1	2	0.1	-70	-38	-8	-9	-1	3	6
CCCCNc1cc(=O)n(C)c(=O)[nH]1	6	-18	4	-1.1	-11	-17	11	9	2	-4	5

Exported as a markdown table: four of the compounds above.
| molecule | HIF-2a inh | TRAIL sens C8 | CF NFkB block | iPSC survival up | Peg3 promoter | NR2E3 ag-1 | Shn3 inh set2 | EBV LMP1 NFkB | NR2E3 ag-2 | MITF TRPM1 inh | KKLEB cytotox |
| --- | --- | --- | --- | --- | --- | --- | --- | --- | --- | --- | --- |
| CCC(=O)NNc1cccc(Cl)n1 | 23 | -6 | -2 | -0.2 | 9 | 0 | -8 | -7 | 4 | 7 | 10 |
| CCCc1nc2ccccc2c(=O)n1-c1ccc(C(=O)OCC)cc1 | 14 | -16 | 17 | 0.6 | 8 | 2 | 1 | 4 | -3 | -10 | -6 |
| O=S(=O)(Nc1ccc(-c2nc3cccnc3s2)cc1)c1cccs1 | -144 | -7 | -3 | 4.6 | -77 | -34 | -19 | -4 | 4 | . | -18 |
| CCN1CCN(c2nc(Nc3ccc(OC)cc3)nc(N)c2[N+](=O)[O-])CC1 | 15 | 7 | 3 | 0.0 | 17 | -36 | -2 | . | -2 | . | -7 |

Carrying on.
SMILES	HIF-2a inh	TRAIL sens C8	CF NFkB block	iPSC survival up	Peg3 promoter	NR2E3 ag-1	Shn3 inh set2	EBV LMP1 NFkB	NR2E3 ag-2	MITF TRPM1 inh	KKLEB cytotox
CCCCSc1nnc(NC(=O)CCc2ccccc2)s1	13	-18	15	-2.0	7	0	9	-5	1	8	-1
COc1ccccc1CN(C)C(=O)c1cc(C)nc2ccccc12	16	-7	18	-0.4	13	7	28	7	-1	8	3
CCOC(=O)C(NC(=O)c1ccc(OC)cc1)(Nc1cc(C)on1)C(F)(F)F (stereo unspecified)	14	-6	3	1.0	3	-10	-12	2	1	4	8
CC(=O)C1=CCC(c2ccc(Cl)cc2)N(S(=O)(=O)c2ccccc2C)C1 (stereo unspecified)	8	5	27	1.8	12	-17	3	.	.	.	-13
CC1(C(=O)Nc2ccc(Cl)c(Cl)c2)CCN1C(=O)Cc1cccc2ccccc12 (stereo unspecified)	-18	0	-8	12	9	-15	0	.	.	.	-1
O=C(C(=O)N1CC=C(c2ccccc2)CC1)c1c[nH]c2ccccc12	-22	2	27	3.2	9	-19	12	-2	0	14	1
O=C(COc1cc(Cl)c(Cl)cc1Cl)NC(=O)Nc1ccc2c(c1)OCCO2	-135	1	-3	-0.4	-149	-43	-26	-9	0	-44	0
CN(c1ccccc1)S(=O)(=O)c1cccc(C(=O)Nc2nn[nH]n2)c1	7	-2	-7	-0.3	4	-11	11	1	-2	-3	2
Cc1cccn2c(N)c(-c3ccccc3)nc12	-81	0	4	-2.0	-91	-26	-21	-11	-5	-24	5
Cc1ccccc1NC(=O)COC(=O)c1cccc(S(=O)(=O)N2CCCCC2)c1	5	-6	-5	0.6	1	17	-29	-3	0	2	8
COc1ccc(OC)c(C(=O)c2coc3cc(Br)c(O)c(Br)c23)c1	-8	-45	8	0.1	9	10	-23	-4	-2	-34	3
COc1ccc(C2=NS(=O)(=O)N(C)C(C(=O)Nc3ccc(F)cc3F)=C2)cc1	-16	3	-20	-0.9	2	29	4	-4	2	.	2
CCOC(=O)C1C(=O)C=C(c2ccc(C)cc2)CC1c1cccc([N+](=O)[O-])c1 (stereo unspecified)	-19	14	7	0.8	-3	-32	10	2	-2	-15	-3
CC1CCCCC1NC(=O)COC(=O)c1ccc2ccccc2n1 (stereo unspecified)	27	-1	6	0.4	8	-12	1	-1	0	-9	-1
O=c1c2ccccc2nc(-c2ccc(F)cc2)n1NCc1ccccc1O	18	-6	-7	-1.9	-2	-5	6	-2	2	-5	8
CC1=C([N+](=O)[O-])C(c2ccccc2)NC(=O)N1 (stereo unspecified)	16	0	3	0.7	22	-29	-11	10	-2	4	4
COc1ccc(CCC2=NCCN2C(CC(C)C)c2nc3ccccc3[nH]2)cc1 (stereo unspecified)	3	9	-1	-1.0	-28	-24	0	.	.	.	-17
CCCC(C)C(=O)Nc1ccc(S(N)(=O)=O)cc1 (stereo unspecified)	12	-10	9	-0.1	0	5	0	-5	-2	-1	-2
CCOC(=O)c1c(NC(=O)/C=C\C(=O)O)sc(C)c1-c1ccccc1	20	15	8	-1.7	11	-5	4	-4	3	5	-8
CC(=O)OC1CCC2(C)C(CCC3C2CC(=O)C2(C)C3CC(C(C(C)=O)C(C)=O)C2C(C)=O)C1 (stereo unspecified)	2	11	10	-0.8	-7	-16	14	4	.	-8	2
COc1ccc(N(CC(=O)Nc2cccc([N+](=O)[O-])c2C)S(C)(=O)=O)cc1OC	19	-6	5	1.5	19	0	12	-7	1	8	4
Cc1cc(S(=O)(=O)Nc2c(C)nc3nc[nH]n3c2=O)ccc1F	1	0	-35	-3.8	8	1	13	1	4	-8	5
O=C(Nc1ccc(OC(F)F)cc1)c1cc(S(=O)(=O)N2CCCCC2)ccc1N1CCOCC1	4	6	-8	1.8	12	-10	-6	1	2	4	-9
COc1ccc(NS(=O)(=O)c2cccc(C(=O)NN=Cc3cc(Br)c(O)c(Br)c3)c2)cc1	9	-22	-4	4.2	4	-1	5	-1	.	-1	-16

Assay outcomes deposited in PubChem BioAssay by several laboratories.
